D1 antagonist = antagonists of human D1 dopamine receptor. AID 504652. activity change, negative = inhibition, % at 10 µM. 3.2% of 360,000 active. P21728. HEK293 TREx D1 cells, calcium flux, dopamine EC80; active compounds read low; in the data active = activity change below about -30%; also: % is scaled to controls: 0 for no effect and ±100 for the full control effect
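Inducible Hek293 Trex D1 cells (tetracycline, overnight, 30 C). Calcium dye 30–90 min RT. Antagonist mode: EC80 dopamine added after 180 s compound read.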
D2 potentiator = positively modulates the human D2 dopamine receptor allosterically; 0.34% of 340,000 active; P14416; HEK293 T-REx D2, calcium flux, EC20 dopamine potentiation; potentiation, % at 10 µM;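 active = potentiation over 3 SD above the plate norm, cut at about 30% in these data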; also: 0% is about no effect
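Primary screen. Calcium kinetics in induced HEK293 T-REx D2 cells: compound pre-addition 180 s, EC20 dopamine, 180 s more.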
RXFP1 antag = antagonists of human relaxin receptor RXFP1. Q9HBX9. HEK293-RXFP1, relaxin-stimulated cAMP HTRF, 30 min; active compounds read low. activity change, negative = inhibition, % at 57.5 µM. 0.59% of 350,000 active. AID 1259400;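 active = activity change of -60% or lower, but not beyond a set lower limit; inconclusive = change between -60% and -40%, or beyond the set limit; inactive = change above -40%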; also: % is scaled to controls: 0 for no effect and ±100 for the full control effect
Target sequence (Q9HBX9 whole entry, looked up): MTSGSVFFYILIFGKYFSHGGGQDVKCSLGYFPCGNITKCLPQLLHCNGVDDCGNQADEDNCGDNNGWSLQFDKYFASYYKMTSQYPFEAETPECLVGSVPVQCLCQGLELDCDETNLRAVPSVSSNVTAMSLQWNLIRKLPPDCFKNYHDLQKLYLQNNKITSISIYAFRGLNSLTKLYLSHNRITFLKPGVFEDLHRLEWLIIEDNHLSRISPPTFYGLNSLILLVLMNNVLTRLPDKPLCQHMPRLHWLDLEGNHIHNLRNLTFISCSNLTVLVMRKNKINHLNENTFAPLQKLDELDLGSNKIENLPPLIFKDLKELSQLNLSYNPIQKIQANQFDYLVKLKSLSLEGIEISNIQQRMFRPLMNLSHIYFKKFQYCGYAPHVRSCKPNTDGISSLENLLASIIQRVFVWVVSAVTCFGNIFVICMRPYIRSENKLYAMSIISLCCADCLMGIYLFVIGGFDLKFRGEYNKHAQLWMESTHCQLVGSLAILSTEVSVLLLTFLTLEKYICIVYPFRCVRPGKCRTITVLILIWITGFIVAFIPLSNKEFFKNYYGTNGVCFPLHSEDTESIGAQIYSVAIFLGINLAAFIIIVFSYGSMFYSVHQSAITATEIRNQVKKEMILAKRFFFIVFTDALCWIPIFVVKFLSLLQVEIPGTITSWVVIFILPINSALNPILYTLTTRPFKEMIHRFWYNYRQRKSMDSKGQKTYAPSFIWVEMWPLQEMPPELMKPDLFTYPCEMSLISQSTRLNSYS
D1 potentiator = potentiators of human D1 dopamine receptor. P21728. 0.036% of 360,000 active. potentiation, % at 10 µM. AID 504651. HEK293 TREx D1 cells, calcium flux, dopamine EC20 potentiation; in the data active = potentiation above about 30%; also: 0% is about no effect
D2 ag = activates the human D2 dopamine receptor; activation, % at 2 µM; 0.53% of 340,000 active; HEK293 T-REx D2 cells, calcium flux agonist mode; AID 485358;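 active = activation over 3 SD above normal in the single-dose calcium agonist read, cut at about 30% in these data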; also: 0% is about no effect
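Tetracycline-induced HEK293 Trex cells with D2 receptor force-coupled to calcium signaling, plated overnight at 30 C and loaded with no-wash calcium dye. Calcium flux read kinetically for 180 s after compound addition; responses flag agonists.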
D1 ag = activates the human D1 dopamine receptor; HEK293 T-REx D1 cells, calcium flux, agonist mode; activation, % at 2 µM; 1% of 360,000 active; also: 0% is about no effect
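Tetracycline-induced HEK293 TREx D1 cells, force-coupled to calcium signalling, were dye-loaded with a no-wash calcium kit. Compound was pin-added after a 10 s baseline. Fluorescence was read kinetically at 1 cycle/s for 180 s, with calcium rises flagged as agonism.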
TRHR agonist = agonists of human TRH receptor; 0.18% of 360,000 active; P34981; activation, % at 2 µM; TRHR cells, calcium flux fluo-8, FDSS agonist mode; also: 0% is about no effect
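Read-out: compound-evoked intracellular calcium rise in TRHR cells, fluo-8 dye, kinetic FDSS fluorescence at 1 s/cycle following a 10-cycle baseline. Cells cultured overnight before dye loading (30 min–1.5 h, RT).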
TRHR enhancer = allosterically enhances the human TRH receptor | P34981 | TRHR cells, fluo-8 calcium fluorescence, EC20 TRH enhancement | enhancement, % at 2 µM | 0.66% of 360,000 active; in the data active = enhancement above about 30%; also: 0% is about no effect
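TRHR-expressing cells loaded with fluo-8 calcium dye were read kinetically (ex 480/em 530) during compound addition, then stimulated with an EC20 of TRH (10 nM final). Enhancement of the Gq-mediated intracellular calcium response was scored.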
D2 antagonist = D2 dopamine receptor (human) antagonism; HEK293 TREx D2 cells, calcium flux, dopamine EC80; 2% of 340,000 active; P14416; inhibition, % at 10 µM; in the data active = inhibition above about 30%; also: 0% is about no effect
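Tetracycline-induced HEK293 TREx cells expressing D2 receptor forced-coupled to calcium signalling, loaded with no-wash calcium dye. Compounds added and calcium flux read 180 s, then dopamine added at EC80 and read a further 180 s.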
Active calls of the source: *; ? = inconclusive; . = not tested or not shown; & = joins results of further samples. Rule as the data show it, unless noted: active = activation above about 30%; inactive = the rest.

SMILES	D1 antagonist	D2 potentiator	RXFP1 antag	D1 potentiator	D2 ag	D1 ag	TRHR agonist	TRHR enhancer	D2 antagonist
O=c1[nH]c2ccc(Cl)cc2c(-c2ccccc2)c1N1CCN(CCO)CC1	36	16	?	5	0.6	4	1.0	7	-3
CC1COc2ccccc2N1C(=O)c1cccnc1Cl (stereo not drawn)	5	-2	-12	-7	2.1	3	-0.1	31*	16
COc1ccc2[nH]c(=O)c(CN(C(C)=O)c3ccc(C)c(C)c3)cc2c1	1	6	-20	10	0.6	2	-0.2	-2	-2
Cc1cccc(-c2nc(CN3CCN(C(=O)C4CCCO4)CC3)cs2)c1 (stereo not drawn)	12	2	4	-3	-0.8	4	0.3	-1	11
O=C(NCC1CCOCC1)C1CCC(=O)N(Cc2cccc(C(F)(F)F)c2)C1 (stereo not drawn)	5	12	9	9	0.0	0	0.1	-5	7
COc1ccc2c(CC(=O)OCC(=O)Nc3ccc(C)cc3)coc2c1	18	-5	6	-5	0.1	0	0.3	2	4
CCCCNC(=O)Nc1ccc2c(c1)N(C)C(=O)c1ccccc1S2	-5&5	-17&4	-16&10	-1&-2	0.7&0.3	4&9	0.1&-0.2	-25&0	46*
COc1ccccc1CN=Cc1[nH]c2ccc(Br)c(Cl)c2c1O	-5	0	7	-1	-0.4	3	2.8	1	1
O=C(CSc1nc2ccccc2c(=O)n1-c1ccc(F)cc1)Nc1ccc(Cl)c(S(=O)(=O)N2CCOCC2)c1	-52*	-19	-3	-4	2.7	6	1.8	3	12
COc1ccc(CN2CCNC(=O)C2CC(=O)N2CCCN(C(C)=O)CC2)cc1OC (stereo not drawn)	1	0	12	-2	-0.4	1	-0.1	2	-1
COc1ccc(CC(=O)NCC(c2ccc(OC)cc2)N(C)C)cc1 (stereo not drawn)	-15	2	-4	-1	-0.1	3	-1.2	-5	4
COc1ccc(OC)c2sc(N(CCCN(C)C)C(=O)CCS(=O)(=O)c3ccccc3)nc12	6	-2	0	2	-0.1	4	1.0	3	8
O=C(C1=C[C@@H](c2ccc(C(F)(F)F)cc2)C[C@@H](OCc2ccc(CO)cc2)O1)N1CCOCC1	-24	-1	.	-1	0.2	-2	0.6	-2	0
CN(C)C(=O)c1nc2ccc(Cl)cn2c1CN1CCCC(OCc2ccccc2)C1 (stereo not drawn)	-13	-4	-9	3	-0.2	0	-0.1	-7	-4
CC1CCCCN1CCNC(=O)CN1C(=O)COc2ccccc21 (stereo not drawn)	2	6	3	-1	1.3	2	0.2	51*	6
COc1ccc(OC)c(C(C)NC(=O)C(C)n2cc([N+](=O)[O-])cn2)c1 (stereo not drawn)	1	-3	11	4	0.3	4	-0.1	-1	-9
OCC1(Cc2ccc(F)cc2F)CCCN(CCCc2ccccc2)C1 (stereo not drawn)	-3	-16	-8	-7	1.0	9	0.3	-4	8
CCOc1cc(/C=N/NS(=O)(=O)c2ccccc2)ccc1OS(=O)(=O)c1ccc(C)cc1	-12	2	-5	-1	0.4	1	-0.2	3	-31
CCOC(=O)c1c(C)[nH]c(C)c1S(=O)(=O)N1CCC(C(=O)NCc2ccc(OC)cc2)CC1	-11	4	-15	0	0.3	0	-0.1	-4	.
CCC1CN(C(=O)C2CCN(S(=O)(=O)c3c(C)noc3/C=C/c3ccccc3F)CC2)c2cc(C)ccc2O1 (stereo not drawn)	4	2	-10	-2	0.7	13	0.5	-2	.

A draw from above in order of count of non-hydrogen atoms, highest first:
SMILES	D1 antagonist	D2 potentiator	RXFP1 antag	D1 potentiator	D2 ag	D1 ag	TRHR agonist	TRHR enhancer	D2 antagonist
O=C(CSc1nc2ccccc2c(=O)n1-c1ccc(F)cc1)Nc1ccc(Cl)c(S(=O)(=O)N2CCOCC2)c1	-52*	-19	-3	-4	2.7	6	1.8	3	12
O=C(C1=C[C@@H](c2ccc(C(F)(F)F)cc2)C[C@@H](OCc2ccc(CO)cc2)O1)N1CCOCC1	-24	-1	.	-1	0.2	-2	0.6	-2	0
COc1ccc(OC)c2sc(N(CCCN(C)C)C(=O)CCS(=O)(=O)c3ccccc3)nc12	6	-2	0	2	-0.1	4	1.0	3	8
CCOc1cc(/C=N/NS(=O)(=O)c2ccccc2)ccc1OS(=O)(=O)c1ccc(C)cc1	-12	2	-5	-1	0.4	1	-0.2	3	-31
COc1ccc(CN2CCNC(=O)C2CC(=O)N2CCCN(C(C)=O)CC2)cc1OC (stereo not drawn)	1	0	12	-2	-0.4	1	-0.1	2	-1
CN(C)C(=O)c1nc2ccc(Cl)cn2c1CN1CCCC(OCc2ccccc2)C1 (stereo not drawn)	-13	-4	-9	3	-0.2	0	-0.1	-7	-4
O=C(NCC1CCOCC1)C1CCC(=O)N(Cc2cccc(C(F)(F)F)c2)C1 (stereo not drawn)	5	12	9	9	0.0	0	0.1	-5	7
COc1ccc2c(CC(=O)OCC(=O)Nc3ccc(C)cc3)coc2c1	18	-5	6	-5	0.1	0	0.3	2	4
CCCCNC(=O)Nc1ccc2c(c1)N(C)C(=O)c1ccccc1S2	-5&5	-17&4	-16&10	-1&-2	0.7&0.3	4&9	0.1&-0.2	-25&0	46*
CC1CCCCN1CCNC(=O)CN1C(=O)COc2ccccc21 (stereo not drawn)	2	6	3	-1	1.3	2	0.2	51*	6
COc1ccccc1CN=Cc1[nH]c2ccc(Br)c(Cl)c2c1O	-5	0	7	-1	-0.4	3	2.8	1	1
CC1COc2ccccc2N1C(=O)c1cccnc1Cl (stereo not drawn)	5	-2	-12	-7	2.1	3	-0.1	31*	16

(list continues)
SMILES	D1 antagonist	D2 potentiator	RXFP1 antag	D1 potentiator	D2 ag	D1 ag	TRHR agonist	TRHR enhancer	D2 antagonist
CCOc1ccc(-c2nc(N)ncc2-c2ccc(OC)cc2)c(O)c1	-6	-1	-19	-3	1.5	4	-0.8	0	5
COc1ccc(-c2c(=O)n(OCc3ccccn3)c3ccccc3[n+]2[O-])cc1OC	3	19	8	2	0.7	1	-0.2	-2	-13
CCc1noc(C)c1C(=O)N1CCN(S(=O)(=O)c2cc(C)ccc2C)CC1	-31*	.	-13	11	.	-1	0.0	-6	.
O=C(NCCSc1ncc(-c2ccc(F)cc2)[nH]1)c1ccco1	-6	-5	-12	-2	-1.0	4	-0.3	1	25
CCc1nc2ccc(C(=O)N(C)CC(=O)Nc3ccc(F)c(F)c3F)cc2nc1CC	1	-9	7	1	0.3	1	0.1	-8	-22
CS(=O)(=O)Nc1ccccc1NS(C)(=O)=O	-1	.	-16	0	.	3	0.4	-5	.
N#C/C(=C/c1ccc(CNS(=O)(=O)c2ccccc2)o1)C(N)=O	-22	3	6	-2	-2.4	1	-0.8	1	-8
COc1ccc(C(=O)C[n+]2ccc(-c3nnc4n3CCC4)cc2)cc1	-6	-3	6	-3	-1.0	2	-0.4	1	14
CCOc1ccc(-c2cc3c(=O)n(Cc4nc(-c5ccc(OCC)c(OC)c5)oc4C)ccn3n2)cc1Cl	-3	-1	.	1	0.1	0	1.2	4	.
CCc1nc2ccccc2c2nc3ccccc3n12	-6	-6	11	-3	0.2	1	0.2	4	17
O=C(NCc1cccc2ccsc12)c1cccs1	-16	11	.	0	-0.8	-2	-0.2	-4	1
OCCCc1nc2n(n1)C(c1cccs1)C=C(c1ccc(Br)cc1)N2 (stereo not drawn)	4	-4	.	4	26	40*	45*	-3	-30
CC(C)CC(=O)NCc1ccc(F)cc1	3	-2	15	-5	0.1	2	0.7	-2	7
CCNc1ccc(C(=O)OCC)cc1NC(=O)c1cccc(S(=O)(=O)N(C)c2ccccc2)c1	-20	-1	21	2	1.1	0	0.3	1	5
O=C(CCOc1ccccc1)N(Cc1cccnc1)c1nc2c(F)cccc2s1	.	-4	-33	-3	1.3	13	0.7	21	.
COc1ccc(/C=N/NC(=O)c2ccccc2O)cc1Cn1cc([N+](=O)[O-])cn1	12	-3	8	-4	-1.8	1	-0.7	-6	-9
Cc1[nH]n(-c2ccc([N+](=O)[O-])cc2)c(=O)c1C=NCCN1CCN(C(=O)C(C)C)CC1	25	2	8	-4	-0.1	-3	0.3	1	-16
CCOC(=O)c1ccc(Nc2nnc(C(C)(C)C)c(=O)[nH]2)cc1	-56*	0	-10	-9	-0.1	18	0.1	-10	53*
COc1cc(OC)cc(OC(=O)C2CCN(C3=NS(=O)(=O)c4ccccc43)CC2)c1	3	2	12	-1	-0.1	2	1.5	6	8
Cc1ccc(S(=O)(=O)CCC(=O)NCCc2ccccc2)cc1	-13	-5	4	-2	-0.3	1	-0.3	2	-10

Reformatted with values under each structure: entries from further up
Below each SMILES: D1 antagonist | D2 potentiator | RXFP1 antag | D1 potentiator | D2 ag | D1 ag | TRHR agonist | TRHR enhancer | D2 antagonist
> CS(=O)(=O)Nc1ccccc1NS(C)(=O)=O
→ -1 | . | -16 | 0 | . | 3 | 0.4 | -5 | .
> CN(C)C(=O)c1nc2ccc(Cl)cn2c1CN1CCCC(OCc2ccccc2)C1 (stereo not drawn)
→ -13 | -4 | -9 | 3 | -0.2 | 0 | -0.1 | -7 | -4

Continued:
SMILES	D1 antagonist	D2 potentiator	RXFP1 antag	D1 potentiator	D2 ag	D1 ag	TRHR agonist	TRHR enhancer	D2 antagonist
O=C(c1cc2ccccc2o1)N1CCN(c2ccccn2)CC1	-2	12	-1	6	0.9	4	1.3	1	-2
O=C(O)/C=C\C(=O)Nc1ccccc1F	3	-10	.	4	1.9	2	0.0	7	2
Cc1ccc(C(=O)COC(=O)c2ccc3c(c2)C(=O)N(c2cccc4ncccc24)C3=O)cc1	-6	-15	-1	1	0.7	-1	1.3	18	-6
CSc1ccccc1NC(=O)c1cccc(S(=O)(=O)N2CCN(C)CC2)c1	-9	1	-12	-9	-1.2	-1	9.7	-6	-4
CCN(CC)S(=O)(=O)c1ccc2[nH]c(=O)[nH]c2c1	1	4	-6	4	0.4	3	0.0	2	-3
CCC(=O)N1c2ccccc2NC2=C(C(=O)CC(C)(C)C2)C1c1cccnc1 (stereo not drawn)	-24	4	4	-9	0.9	-1	1.3	0	10
O=C(Nc1ccc(N2CCN(Cc3ccccc3F)CC2)cc1)c1ccc([N+](=O)[O-])o1	-21	-5	-9	-4	2.2	12	-0.5	-2	0
O=C(O)CCS(=O)(=O)c1ccccc1Cl	1	16	-11	-4	0.6	2	0.8	4	39*
COc1ccccc1NC(=O)N(CCN1CCOCC1)Cc1cc2cc(C)cc(C)c2[nH]c1=O	-14	13	-4	-1	-0.2	1	0.0	10	-6
COC(=O)c1c(N)n(CCCN2CCOCC2)c2nc3ccccc3nc12	14	2	-4	-1	9.2	-1	0.7	-3	-6
O=C(CSc1nc2ccccc2n1Cc1cccc(F)c1)NCc1ccccc1	0	1	.	0	1.2	3	-0.9	-4	.
